SRC2 inh: inhibits human steroid receptor coactivator 2; Q15596; HEK293 GAL4-SRC2 luciferase reporter, luminescence; inhibition, % at 9 µM; hit rate 0.17% among 370,000; AID 651957;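 active = inhibition above the mean inhibition of all tested compounds plus 3 SD, set per campaign, cut at about 52% in these data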;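 note: 0% = DMSO treated cells and 100% = cells given Gossypol at 36 µM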
NR2F2 inh: NR2F2 (human) inhibition, primary screen; HEK293T NGFI-A luciferase reporter, luminescence; inhibition, % at 8.6 µM; hit rate 0.7% among 370,000; AID 686940;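 active = inhibition above a per-plate cutoff, mean inhibition of test wells between control levels plus 3 SD, cut at about 38% in these data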;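 note: cells cotransfected with COUP-TFII expression vector driving the NGFI-A reporter; 0% = median of COUP-TF2 test wells and 100% = reporter-only cells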
An asterisk follows results filed as active. Only part of the results is shown. The share of hits here may be higher or lower than overall.

1) COC(=O)c1ccc2nc(C3CCCCC3)c(Cc3ccccc3OC)n2c1
2) COC(=O)c1cc2c(c3c4cc(F)ccc4n(S(=O)(=O)c4ccc(C)cc4)c13)C(=O)N(Cc1ccc(N(C)C)cc1)C2
3) CC(C)NC(=O)N[C@H]1C[C@@H]2O[C@H](CO)CC[C@@H]2O[C@@H]1CCc1ccc(-c2ccc(F)cc2)cc1
4) C[C@@H]1CN([C@H](C)CO)C(=O)c2cc(NS(=O)(=O)c3ccccc3)ccc2O[C@@H](C)CCCCO[C@@H]1CN(C)Cc1ccccc1
5) COc1ccc(-n2c(SCC(=O)Nc3cccc4ccccc34)nnc2-c2ccco2)cc1

Assay by compound	1	2	3	4	5
SRC2 inh	12	-7	19	-2	4
NR2F2 inh	-2	8	-2	0	-6

6) OCC1COC(c2ccccc2)=N1 (stereo not given)
7) COC(=O)[C@]12C[C@H](CC(=O)NCCCCc3ccccc3)C(=O)N(Cc3ccc(Cl)cc3Cl)C1=C[C@H](COCc1ccccc1)O[C@@H]2C
8) Cc1ccc(C2(c3noc(CN(C)CCCN4CCOCC4)n3)CCCC2)cc1
9) CSc1nc(NCCCN(C)C)c2c3c(sc2n1)CN(C)CC3
10) COc1ccc(C#Cc2c(-c3ccccc3OC)oc3ccccc23)cc1

Assay by compound	6	7	8	9	10
SRC2 inh	9	-28	-11	-13	17
NR2F2 inh	5	8	-2	26	-10

11) COC(=O)C1=C(C)N(Cc2ccc(C(F)(F)F)cc2)C(=NCc2cc(OC)c(OC)c(OC)c2)NC1c1cccc(Cl)c1 (stereo not given)
12) C#CCNC(=O)C[C@H]1C[C@@]2(C(=O)OC)C(=C[C@H](C(C)C)O[C@@H]2C2CC2)N(Cc2cccc3ccccc23)C1=O
13) COc1ccccc1CCNC(=O)C1CCN(c2nc(C)cc(C)n2)CC1
14) c1ccc(COCCc2cn(Cc3ccccc3)c3ccccc23)cc1
15) FC(F)(F)c1ccccc1NC(=S)OC1CCC12CCC(c1ccccc1)CC2 (stereo not given)

Assay by compound	11	12	13	14	15
SRC2 inh	-3	3	-17	-6	14
NR2F2 inh	11	7	2	3	14

16) CCc1c(-c2ccccc2Br)ncn1CCc1ccccc1OC
17) O=c1c2c(n3nnnc3n1Cc1ccc(Cl)cc1)-c1ccccc1CC21CCCC1
18) COc1ccccc1C(=O)n1ccc2ccc(-c3ccc4ccn(Cc5ccc(C#N)cc5)c4c3)cc21
19) COC(=O)[C@]12C[C@H](CC(=O)N3CCSCC3)C(=O)N(Cc3ccc(Cl)cc3Cl)C1=C[C@H](C(C)(C)C)O[C@@H]2C
20) COCc1cc(N2CCNC[C@@H]2C)ccc1N1CCS(=O)(=O)CC1

Assay by compound	16	17	18	19	20
SRC2 inh	0	2	-10	32	-4
NR2F2 inh	-1	15	-4	4	-1

21) OC(c1ccccc1)(c1ccccc1)C1CCN(CCCNc2cccc(Br)c2)CC1
22) CN(C)c1cccc(/C=C2\CC3(OC(=O)c4cccc(F)c4)CCCN2C3)c1 (stereo not given)
23) CCCCC1CCC(C(=O)N(CC(C)C)c2c(N)n(Cc3ccccc3)c(=O)[nH]c2=O)CC1 (stereo not given)
24) Cc1ccc(Nc2nc(-c3ccc(O)c(O)c3)cs2)nc1
25) COc1cc(Br)c(CC(=O)O)cc1OC

Assay by compound	21	22	23	24	25
SRC2 inh	5	-5	-15	14	-5
NR2F2 inh	-11	-5	24	-17	-23

26) CCc1ccc(CCNC(=O)OCCCN2CCC3(CCC(C)CC3)C2=O)cc1 (stereo not given)
27) CCc1ccccc1CNC(=O)C1CCC(CNS(=O)(=O)c2cccc3cccnc23)CC1 (stereo not given)
28) COC(=O)[C@]12C[C@H](CC(=O)NCc3ccccc3)C(=O)N(CCC3=CCCCC3)C1=C[C@H](C1CCCC1)O[C@@H]2C
29) O=C1[C@H]2C[C@@]3(n4ccc5ccccc54)c4ccccc4N(S(=O)(=O)c4ccccc4)[C@H]3N2C(=O)CN1Cc1ccccc1
30) Cc1ccc2c(c1)-n1c(nc3ccc(Cl)cc3c1=O)C(CC(C)C)NC2=O (stereo not given)

Assay by compound	26	27	28	29	30
SRC2 inh	15	7	6	12	-12
NR2F2 inh	21	6	-27	-5	12

31) O=C(c1cc(C(=O)N2CCOCC2)c2nc3ccccc3n2c1)c1ccccc1O
32) COc1cc(Nc2cc(C)n(-c3cc(OC)cc(OC)c3)c(=O)c2)cc(OC)c1
33) COCCN1Cc2cc(C(=O)OC)c3c(c2C1=O)c1cc(F)ccc1n3S(=O)(=O)c1cccc(C)c1
34) O=C1NC(Cc2ccc(O)cc2)c2nc3ccccc3c(=O)n2-c2cc(Cl)ccc21 (stereo not given)
35) O=[N+]([O-])c1ccc(CN2[C@H](COCc3ccccc3)C=CS2(=O)=O)cc1

Assay by compound	31	32	33	34	35
SRC2 inh	-27	-1	-2	4	7
NR2F2 inh	-14	8	8	0	4

36) COCCN1Cc2cc(C(=O)OC)c3c(c2C1=O)c1cc(OC)ccc1n3S(=O)(=O)c1ccc(C)cc1
37) COC(=O)C1=C(C)N(Cc2ccc(Br)cc2)C(=S)NC1c1cccc(F)c1 (stereo not given)
38) Cc1ccc(C)c(NC(=O)Cn2nnc(-c3ccncc3)n2)c1
39) N=c1c2c(-c3ccccc3)c(-c3ccccc3)n(Cc3ccccc3)c2ncn1C1CCOCC1
40) CCn1c(COc2ccccc2)nnc1SCC(=O)Nc1ccc(S(=O)(=O)Nc2cc(C)nc(C)n2)cc1

Assay by compound	36	37	38	39	40
SRC2 inh	-12	0	10	-70	18
NR2F2 inh	1	21	8	16	0

41) O=S1(=O)c2ccc(N3CCSCC3)cc2Oc2ccccc2CN1Cc1cn(Cc2cccc(C(F)(F)F)c2)nn1
42) CCOc1cc(C(=O)N2CCc3cc(OC)c(OC)cc3C2)ccc1OC(F)F
43) CC(=O)C1=C(C)N(Cc2ccc(F)cc2)C(=S)NC1c1ccc(Br)cc1 (stereo not given)
44) COC(=O)c1cc(-c2ccc3ccccc3c2)c(=O)n2c1CCC2
45) CCOC(=O)CNC(=O)N(C)[C@H]1C[C@H]2c3[nH]c4c(-c5ccccc5)cccc4c3CCN2C(=O)[C@H]1[C@H](C)O

Assay by compound	41	42	43	44	45
SRC2 inh	13	38	3	-1	-6
NR2F2 inh	-1	-57	15	13	-5

Single records, from the list above.
Cc1ccc2c(c1)-n1c(nc3ccc(Cl)cc3c1=O)C(CC(C)C)NC2=O (stereo not given) as listed: SRC2 inh = -12; NR2F2 inh = 12
N=c1c2c(-c3ccccc3)c(-c3ccccc3)n(Cc3ccccc3)c2ncn1C1CCOCC1 as listed: SRC2 inh = -70; NR2F2 inh = 16

(list continues)
46) CC(=Nc1ccc(Cl)cc1N)c1c(O)cc(C)oc1=O
47) CC1(c2nnnn2-c2ccc3c(c2)OCCO3)CSCC(=O)N1CCc1c[nH]c2ccccc12 (stereo not given)
48) COc1ccc(-c2nnc(SCC(=O)Nc3ccc(S(=O)(=O)Nc4nccs4)cc3)n2-c2ccc(OC)cc2)cc1
49) CCCCCCCCN1C(=O)[C@@H](CC(=O)NCC2CCCCC2)C[C@@]2(C(=O)OC)C1=C[C@H](C1CCCC1)O[C@@H]2C
50) O=C(NCc1ccc(F)cc1)C1CCCN(c2nc3ccccc3o2)C1 (stereo not given)

Assay by compound	46	47	48	49	50
SRC2 inh	-99	-19	2	-89	-6
NR2F2 inh	-53	2	-8	-3	3

Part of the list above in a different format:
no.	compound	SRC2 inh	NR2F2 inh
34	O=C1NC(Cc2ccc(O)cc2)c2nc3ccccc3c(=O)n2-c2cc(Cl)ccc21 (stereo not given)	4	0
35	O=[N+]([O-])c1ccc(CN2[C@H](COCc3ccccc3)C=CS2(=O)=O)cc1	7	4
36	COCCN1Cc2cc(C(=O)OC)c3c(c2C1=O)c1cc(OC)ccc1n3S(=O)(=O)c1ccc(C)cc1	-12	1
37	COC(=O)C1=C(C)N(Cc2ccc(Br)cc2)C(=S)NC1c1cccc(F)c1 (stereo not given)	0	21
38	Cc1ccc(C)c(NC(=O)Cn2nnc(-c3ccncc3)n2)c1	10	8
39	N=c1c2c(-c3ccccc3)c(-c3ccccc3)n(Cc3ccccc3)c2ncn1C1CCOCC1	-70	16
40	CCn1c(COc2ccccc2)nnc1SCC(=O)Nc1ccc(S(=O)(=O)Nc2cc(C)nc(C)n2)cc1	18	0
41	O=S1(=O)c2ccc(N3CCSCC3)cc2Oc2ccccc2CN1Cc1cn(Cc2cccc(C(F)(F)F)c2)nn1	13	-1
42	CCOc1cc(C(=O)N2CCc3cc(OC)c(OC)cc3C2)ccc1OC(F)F	38	-57
43	CC(=O)C1=C(C)N(Cc2ccc(F)cc2)C(=S)NC1c1ccc(Br)cc1 (stereo not given)	3	15
44	COC(=O)c1cc(-c2ccc3ccccc3c2)c(=O)n2c1CCC2	-1	13
45	CCOC(=O)CNC(=O)N(C)[C@H]1C[C@H]2c3[nH]c4c(-c5ccccc5)cccc4c3CCN2C(=O)[C@H]1[C@H](C)O	-6	-5
46	CC(=Nc1ccc(Cl)cc1N)c1c(O)cc(C)oc1=O	-99	-53
47	CC1(c2nnnn2-c2ccc3c(c2)OCCO3)CSCC(=O)N1CCc1c[nH]c2ccccc12 (stereo not given)	-19	2
48	COc1ccc(-c2nnc(SCC(=O)Nc3ccc(S(=O)(=O)Nc4nccs4)cc3)n2-c2ccc(OC)cc2)cc1	2	-8
49	CCCCCCCCN1C(=O)[C@@H](CC(=O)NCC2CCCCC2)C[C@@]2(C(=O)OC)C1=C[C@H](C1CCCC1)O[C@@H]2C	-89	-3
50	O=C(NCc1ccc(F)cc1)C1CCCN(c2nc3ccccc3o2)C1 (stereo not given)	-6	3

The list continues.
51) O=C(Nc1ccc(Cl)cc1)Nc1ccc(Cl)c(Cl)c1
52) COC(=O)c1cc2c(c3c4cc(OC)ccc4n(S(=O)(=O)c4cccc(C)c4)c13)C(=O)N(Cc1ccc(C(F)(F)F)cc1)C2
53) COc1ccc(N2C(=O)c3n[nH]c(C)c3C2c2ccccc2)cc1 (stereo not given)
54) COc1ccc(-c2ccc3c(n2)CCCN3S(=O)(=O)c2ccc(C(F)(F)F)cc2)cc1
55) Cc1cc(C)nc(N/N=C/C2=C(O)CC(c3ccccc3)CC2=O)n1 (stereo not given)

Assay by compound	51	52	53	54	55
SRC2 inh	-8	-20	9	-28	21
NR2F2 inh	-18	-11	-29	-8	-16

56) COc1ccc(CNC(=O)CSc2nc3c([nH]2)c(=O)n(C)c(=O)n3C)cc1
57) O=C1c2ccccc2C(=O)C1C1=Nc2ccccc2NC(c2ccccc2)C1 (stereo not given)
58) CON(Cc1ccccc1)S(=O)(=O)c1ccccc1Br
59) COC(=O)C1CN(Cc2cn(Cc3ccc(F)cc3)nn2)CCS(=O)(=O)N1Cc1ccc(OC)cc1 (stereo not given)
60) CCOC(=O)c1cccc(-c2cc(C(=O)OC)c3n(c2=O)CCC3)c1

Assay by compound	56	57	58	59	60
SRC2 inh	-2	-27	-25	27	-11
NR2F2 inh	7	2	11	5	-7

61) CCOC(=O)N1CCN(C(=O)C[C@H]2C[C@@]3(C(=O)OC)C(=C[C@H](C(C)(C)C)O[C@@H]3C)N(Cc3ccccc3)C2=O)CC1
62) CSc1cccc(NC(=S)NN/C(=N/S(=O)(=O)c2ccccc2)N2CCCC2)c1
63) CC(CCN1CCC(C(O)(c2ccccc2)c2ccccc2)CC1)Oc1cccc(F)c1 (stereo not given)
64) CN(c1cccnc1)c1ccc(NC(=O)CCc2c[nH]c3ccccc23)cc1Br
65) N#Cc1ccc(S(=O)(=O)N2CCCc3nc(-c4ccc(F)cc4)ccc32)cc1

Assay by compound	61	62	63	64	65
SRC2 inh	-10	21	12	14	-4
NR2F2 inh	12	2	-12	-4	-8

66) O=C(CCS(=O)(=O)c1ccccc1)Nc1ccc(Cl)c(Cl)c1
67) CCOC(=O)Cn1cc(CN2C(C(=O)OC)CN(Cc3ccc(Cl)cc3)CCS2(=O)=O)nn1 (stereo not given)
68) CC(C)[C@@H](C)/C=C/[C@@H](C)[C@H]1CC[C@@H]2[C@]1(C)CCC1[C@]23C=C[C@]2(C[C@@H](O)CC[C@]12C)N(c1cnccn1)O3 (stereo not given in full)
69) Cn1c(=O)c2[nH]c(SCC(=O)NCCc3cccc(F)c3)nc2n(C)c1=O
70) C=CCN1[C@@H](Cc2ccccc2)COc2cccc(N3CCSCC3)c2S1(=O)=O

Assay by compound	66	67	68	69	70
SRC2 inh	-3	24	-9	6	10
NR2F2 inh	-31	-18	-7	15	6

71) CCN=C1NC(c2cccc(F)c2)C(C(=O)OC)=C(C)N1Cc1ccccc1C(F)(F)F (stereo not given)
72) CCOC(=O)CC[C@H]1CC[C@]2(CCCN(Cc3ccccc3)C2)O1
73) CCOC(=O)[C@@]12CCCC3=C1N(CCC3)C(=O)[C@H]2CC(=O)NCC1CCCCC1
74) COC(=O)[C@]12C[C@H](CC(=O)NCCC(C)C)C(=O)N(Cc3ccccc3)C1=C[C@H](C1CCCC1)O[C@@H]2C
75) CCn1c(SCc2ccc(C(C)(C)C)cc2)nnc1-c1ccc(C(C)(C)C)cc1
76) CCN(C[C@H]1[C@@H](c2ccc(C3=CCCC3)cc2)[C@H](CO)N1c1nc(C)c(C)s1)S(=O)(=O)c1ccccc1[N+](=O)[O-]
77) COCc1cc(N2CCN(C(=O)OC(C)(C)C)C[C@H]2C)ccc1N1CCN(Cc2ccccc2)[C@H](C)C1

Assay by compound	71	72	73	74	75	76	77
SRC2 inh	0	17	12	-31	1	-4	-1
NR2F2 inh	-6	-15	4	13	9	2	11

Screening data as filed in PubChem BioAssay.
